BAZ2B block – qHTS Assay for Inhibitors of BAZ2B; Bromodomain adjacent to zinc finger domain protein 2B (Homo sapiens), Q9UIF8; AlphaScreen BAZ2B-H3K14Ac peptide displacement; Potency, µM (doses to about 114 µM), for the others: at the highest dose activity change, negative = inhibition, hits mostly inhibitors; actives 4.4% (n = 360,000); AID 504333, 2011; further: on the % scale 0 is the no-effect control and ±100 the full control effect; nearly all actives have a fitted effect of over 60% in size
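Inhibition is scored as reduced AlphaScreen emission. The BAZ2B/b-H3(5-23)K14Ac complex (50 nM each) in PBS pH 7.4, 0.01% Tween-20 meets compound (up to 110 uM) for 30 min at RT before bead addition.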
JMJD2A Tudor inh – qHTS Assay for Inhibitors of JMJD2A-Tudor Domain; Lysine-specific demethylase 4A (Homo sapiens), O75164; AlphaScreen JMJD2A-Tudor / H3K4me3 peptide binding; Potency, µM (highest dose often 114 µM), without a hit: top-dose activity change, negative = inhibition, usual class: inhibitors; actives 4.4% (n = 390,000); further: on the % scale 0 is the no-effect control and ±100 the full control effect; nearly all actives have a fitted effect of over 50% in size
Pol kappa inh – qHTS for Inhibitors of Polymerase Kappa | DNA polymerase kappa (Homo sapiens), Q9UBT6 | purified Pol kappa, fluorescent DNA synthesis assay, 10 min | Potency, µM (highest dose often 107 µM), inactives show top-dose activity, negative = inhibition, most hits filed as inhibitors | actives 0.53% (n = 400,000); further: on the % scale 0 is the no-effect control and ±100 the full control effect
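Inhibition of 10 nM Pol kappa is measured by a fluorescent read-out at 0 and 10 min following addition of 50 nM substrate (final), with a 15-min room-temperature compound preincubation.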
POLI inh – qHTS for Inhibitors of Polymerase Iota; Pol iota fluorescent replication assay, 10 min; Potency, µM (top dose mostly 115 µM), for the others: at the top dose activity, negative = inhibition, actives largely listed as inhibitors; actives 1% (n = 390,000); AID 588590, 2011
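Fluorescent replication assay read twice, at 0 min and 10 min after adding 50 nM (final) substrate. Enzyme (10 nM) and compounds were first incubated 15 min at room temperature; enzyme-free buffer wells were negative controls.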
POLH inh – qHTS for Inhibitors of Polymerase Eta; actives 1.2% (n = 390,000); recombinant Pol eta, fluorescent DNA replication assay; Potency, µM (titrated, usually from 114 µM), for the others: top-dose activity change, negative = inhibition, hits mostly inhibitors; AID 588591, 2011; further: on the % scale 0 is the no-effect control and ±100 the full control effect
Target sequence (Q9Y253 whole entry, looked up): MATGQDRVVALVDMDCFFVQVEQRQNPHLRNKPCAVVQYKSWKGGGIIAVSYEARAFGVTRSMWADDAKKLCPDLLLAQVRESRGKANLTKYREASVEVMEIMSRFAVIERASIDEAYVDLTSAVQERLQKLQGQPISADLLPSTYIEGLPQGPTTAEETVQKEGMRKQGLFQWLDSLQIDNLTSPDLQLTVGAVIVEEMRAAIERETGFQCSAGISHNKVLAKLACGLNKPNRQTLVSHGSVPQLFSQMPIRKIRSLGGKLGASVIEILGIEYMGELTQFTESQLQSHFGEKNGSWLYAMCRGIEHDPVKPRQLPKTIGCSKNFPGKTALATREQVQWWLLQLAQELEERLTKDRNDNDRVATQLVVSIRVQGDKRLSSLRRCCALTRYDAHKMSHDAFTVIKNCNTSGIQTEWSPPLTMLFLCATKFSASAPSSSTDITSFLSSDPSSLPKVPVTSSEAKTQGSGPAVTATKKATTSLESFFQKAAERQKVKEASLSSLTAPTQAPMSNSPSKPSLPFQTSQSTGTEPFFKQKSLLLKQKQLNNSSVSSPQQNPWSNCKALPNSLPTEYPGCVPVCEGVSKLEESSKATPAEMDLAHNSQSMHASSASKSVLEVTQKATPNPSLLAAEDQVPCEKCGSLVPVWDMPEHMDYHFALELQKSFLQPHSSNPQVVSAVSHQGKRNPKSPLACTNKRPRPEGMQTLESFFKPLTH
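Fluorescent replication assay: 50 nM final substrate added after a 15 min room-temperature compound preincubation with 10 nM enzyme. Signal taken at 0 min and again at 10 min.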
BLM helicase inh – qHTS Assay for Inhibitors of Bloom's syndrome helicase (BLM). recombinant BLM DNA unwinding, fluorescence dequenching. Potency, µM (titrated, usually from 56.1 µM), without a hit: at the top dose activity change, negative = inhibition, actives largely listed as inhibitors. actives 0.2% (n = 350,000);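 further: plate controls were vehicle for no effect and no enzyme for full effect; nearly all actives have a fitted effect of over 35% in size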
G9a inh – qHTS Assay for Inhibitors of Histone Lysine Methyltransferase G9a; AID 504332, 2011; Potency, µM (highest dose often 102 µM), without a hit: at the highest dose activity, negative = inhibition, most hits filed as inhibitors; Histone-lysine N-methyltransferase EHMT2 (Homo sapiens), Q96KQ7; actives 8.8% (n = 350,000); G9a H3K9 monomethylation, AlphaScreen, 2 h; further: on the % scale 0 is the no-effect control and ±100 the full control effect; nearly all actives have a fitted effect of over 75% in size
Target sequence (Q96KQ7 913-1193 limits assumed): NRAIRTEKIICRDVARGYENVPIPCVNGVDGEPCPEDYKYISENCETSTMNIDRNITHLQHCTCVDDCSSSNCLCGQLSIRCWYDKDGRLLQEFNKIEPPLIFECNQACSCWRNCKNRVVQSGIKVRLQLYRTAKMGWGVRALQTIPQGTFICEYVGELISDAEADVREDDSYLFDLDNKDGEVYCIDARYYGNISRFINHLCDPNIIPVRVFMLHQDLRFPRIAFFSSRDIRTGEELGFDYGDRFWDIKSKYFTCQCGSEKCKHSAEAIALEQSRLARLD
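AlphaScreen read-out: biotin-H3K9 peptide (500 nM) methylation by 20 nM enzyme with 20 uM SAM, 2 h at room temperature after 15 min compound preincubation; anti-monomethyl H3K9 antibody plus donor/acceptor beads, 10 min dark.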
POLB inh – qHTS Assay for Inhibitors of DNA Polymerase Beta; AID 485314, 2010; actives 1.3% (n = 340,000); Potency, µM (highest dose often 114 µM), inactives show at the highest dose activity change, negative = inhibition, hits mostly inhibitors; P06746; Pol beta primer extension/strand displacement, fluorescence kinetic; further: on the % scale 0 is the no-effect control and ±100 the full control effect
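Pol beta (10 nM) was preincubated with compound for 15 min at room temperature. The reaction was then started with 50 nM substrate and read immediately and after a further 10 min at room temperature.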
APEX1 inh – qHTS Assay for Inhibitors of the Human Apurinic/apyrimidinic Endonuclease 1 (APE1); actives 0.35% (n = 350,000); Potency, µM (titrated, usually from 65.8 µM), for inactives: top-dose activity change, negative = inhibition, most hits filed as inhibitors; DNA repair nuclease/redox regulator APEX1 (Homo sapiens), P27695; recombinant APE1, TAMRA/BHQ-2 abasic DNA cleavage fluorescence;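 further: plate controls were vehicle for no effect and reference inhibitor for full effect; nearly all actives have a fitted effect of over 55% in size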
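Substrate: short duplex with […] THF abasic site, 5'-TAMRA and 3'-BHQ-2, 50 nM final. APE1 at 0.75 nM, preincubated 15 min RT with compound. Fluorescence increase from first to third read measured activity.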
Active calls of the source: *; ? = inconclusive; nt = not tested or not shown; & = joins results of further samples; [ ] = another dose, or the depositor's remark. The call rests on the fitted dose curve; in most records, active means well fitted curve in the direction sought with a large enough effect; inconclusive means small, poorly fitted or top-dose-only effect, or another doubt; inactive means no such curve, though single readings can be large; an effect the other way counts as inactive or inconclusive. Potency means the concentration at half of the fitted maximal effect. Only part of the results is shown, so the mix of outcomes need not match the whole.

BAZ2B block	JMJD2A Tudor inh	Pol kappa inh	POLI inh	POLH inh	BLM helicase inh	G9a inh	POLB inh	APEX1 inh	structure
nt	-10%	4%	35%[activator]	-6%	nt	nt	nt	nt	Cc1ccc(-c2nnn(CC(=O)N(CC(=O)NC3CCCCC3)c3cnc4ccccc4c3)n2)o1
-1%	-8%	-5%	-7%	0%	-10%	43%	24%	51%[activator]	O=C(NC1CCc2ccccc21)c1cc(COc2cncc(Cl)c2)on1 (stereo unspecified)
-11%	-15%	4%	22%	-15%	-8%	-12%	6%	-3%	Cc1nn(CCCC(=O)Nc2c(F)cc(F)cc2Br)c(C)c1[N+](=O)[O-]
-3%	-1%[57.1 µM]	-1%	4%	-8%	5%	14%	4%[57.1 µM]	-3%	N#Cc1ccc(COC(=O)CSc2nnc(N)s2)cc1
-16%&2%	-19%&-12%	-4%	43%&5%	-16%&-16%	0%&-7%	6%&-1%[59 µM]	82%&7%	21%	COc1ccc(CC(=O)NCCS(=O)(=O)N2CCN(c3ccc(F)cc3)CC2)cc1OC
10%	-10%	-3%	13%	-6%	nt	?	nt	2%	COc1ccc(C(=O)NCCS(=O)(=O)N2CCCCCC2)cc1
4%	-1%	-3%	5%	-18%	-4%	?	6%	-8%	CCc1c(C#N)c(SCc2c(C)noc2C)nc2c1C(=O)CC(C)(C)C2
-2%	-20%	-1%	-3%	-2%	-4%	-33%	35%	14%	Cc1ccc(S(=O)(=O)NC2=NCCC2)cc1
-25%	-17%	-8%	144%[activator]	-8%	10µM*	18µM*	-1%	0%	CCSc1ccc(-c2ccco2)nn1
9%	-10%	-3%	16%	-19%	0%	27%[12.7 µM]	-8%	2%	CCN(c1cccc(C)c1)S(=O)(=O)c1ccc2[nH]c(=O)c(=O)[nH]c2c1
nt	nt	-5%[60.1 µM]	nt	nt	-4%	-42%[2.33 µM]	nt	-1%	CC(C)/C(O)=C1/C(=O)OC(c2ccoc2)[C@@]2(C)C(O)C(O)[C@@]34OC5(C)OC67CC(C)(C(O)[C@@]6(O)C(O)[C@@]3(O5)C12)C(CC(=O)O)[C@@]74C (stereo partly specified)
?	-17%	7%	0%	-12%	-3%	-17%	-4%	-24%	COc1cc2c(cc1OC)C(c1ccccc1)N(C(=O)c1ccccc1F)CC2 (stereo unspecified)
9%	-20%	-11%	-6%	?	nt	-12%	nt	-16%	Cc1c(S(=O)(=O)N(C)C2CCCCC2)c(=O)n(C)c(=O)n1C
-2%	-3%	-17%	46%[activator]	-3%	-3%	-26%[59 µM]	26%	?	O=C(O)C1CC(O)CN1S(=O)(=O)c1cccs1 (stereo unspecified)
-23%	-15%	4%	118%[activator]	?	-4%	1%	-17%	-7%	O=C(c1ccco1)c1cn(CC(=O)N2CCCCCC2)c2ccccc12
9%	19%	-12%[60.1 µM]	-8%	-11%	0%	-14%	13%	33%	Fc1ccc(Cn2nnc(-c3ccc(Cl)cc3)n2)cc1
-1%	8%	-5%	-8%	-14%	3%	-10%	-1%	-2%	CC(C)[C@H](NC(N)=O)C(=O)NCCc1ccc(Cl)cc1Cl
-39%	-32%	2%	24%	-12%	0%	nt	48%	-1%	Cc1[nH]c(C)c2c(=O)n(Cc3ccc(Cl)cc3)ncc12
nt	-29%	-10%	?	-10%	-1%	-18%[59 µM]	-1%	-9%	CC1(C)Cc2nc3sc4c(=O)n(CC(=O)NCc5ccco5)cnc4c3cc2CO1
2%	-21%	-2%	17%	-11%	1%	?	-2%	-2%	COc1ccccc1NC(=O)CN1CCN(CC(=O)Nc2ccc3c(c2)OCCO3)CC1

Some of the entries so far, as labelled records.
Cc1ccc(-c2nnn(CC(=O)N(CC(=O)NC3CCCCC3)c3cnc4ccccc4c3)n2)o1
  BAZ2B block = nt
  JMJD2A Tudor inh = -10%
  Pol kappa inh = 4%
  POLI inh = 35%[activator]
  POLH inh = -6%
  BLM helicase inh = nt
  G9a inh = nt
  POLB inh = nt
  APEX1 inh = nt

O=C(NC1CCc2ccccc21)c1cc(COc2cncc(Cl)c2)on1 (stereo unspecified)
  BAZ2B block = -1%
  JMJD2A Tudor inh = -8%
  Pol kappa inh = -5%
  POLI inh = -7%
  POLH inh = 0%
  BLM helicase inh = -10%
  G9a inh = 43%
  POLB inh = 24%
  APEX1 inh = 51%[activator]

Cc1nn(CCCC(=O)Nc2c(F)cc(F)cc2Br)c(C)c1[N+](=O)[O-]
  BAZ2B block = -11%
  JMJD2A Tudor inh = -15%
  Pol kappa inh = 4%
  POLI inh = 22%
  POLH inh = -15%
  BLM helicase inh = -8%
  G9a inh = -12%
  POLB inh = 6%
  APEX1 inh = -3%

Other entries.
BAZ2B block	JMJD2A Tudor inh	Pol kappa inh	POLI inh	POLH inh	BLM helicase inh	G9a inh	POLB inh	APEX1 inh	structure
?	?	6%	-3%	-19%	0%	-12%[59 µM]	52%	13%	Cc1ccc(-n2c(C)cc(/C=N/Nc3ccc([N+](=O)[O-])cn3)c2C)c(C)c1
3%	14%	-23%	-2%	-24%	1%	9%[59 µM]	-28%	nt	Cc1ccc(Cl)cc1NC(=O)CSc1ccc(C(=O)O)cn1
?	?	-7%	-10%	-14%	0%	nt	-23%	-19%	Cc1cc(C)cc(NS(=O)(=O)c2ccc3c(c2)C(C)(C)C(=O)N3C)c1
-35%	-29%	9%	22%	-19%	-5%	?	-14%	nt	O=S(=O)(c1ccccc1)c1nc(-c2ccccc2Cl)oc1N1CCCCCC1
6%	10%	-16%	-9%	-1%	-3%	-3%[12.7 µM]	-15%	4%	O=C(CCCCCCC(=O)c1ccccc1)c1ccccc1
7%	6%	-6%	0%	-5%	-5%	3%[2.33 µM]	21%	-1%	CCN1CCCC(OC(=O)Nc2ccccc2)C1 (stereo unspecified)
1%	-11%	12%	8%	-12%	0%	-13%	43%	12%	Cn1cc(CN2CCC(Oc3ccc(C(=O)N4CCCC4)cc3)CC2)cn1
50µM*	?	-27%	1%	3%	-9%	?	-9%	nt	COc1ccc(N2CCN(C(=O)c3cc4c(=O)n(Cc5cccs5)ccc4nc3C)CC2)cc1
-22%	-19%	-13%	3%	nt	-9%	-19%[59 µM]	-11%	nt	Clc1ccccc1-c1nnc(SCc2nc(-c3ccccc3)no2)n1-c1ccccc1
-20%	2%	-10%	91%[activator]	-5%	-2%	14%[59 µM]	-15%	4%	COc1ccc(/C=C(/NC(=O)/C=C/c2ccccc2)C(=O)N2CCOCC2)cc1
?	-21%	-20%	24%	-16%	-10%	-6%[59 µM]	?	nt	COc1ccc2c(c1)c(=O)c(C(=O)c1ccccc1)cn2CC(=O)Nc1ccc2c(c1)OCCO2
-4%	-10%	-25%	-1%	-8%	-3%	-29%[59 µM]	-16%	nt	COc1ccc(-c2nc(-c3ccccc3)c(-c3ccccc3)[nH]2)cc1Br
-15%	-1%	1%	4%	-8%	3%	-3%	20%	42%	O=C(CNCc1ccc(F)cc1)Nc1ccc(S(=O)(=O)N2CCOCC2)cc1
?	-24%	-8%	?	-10%	-1%	nt	20µM*	?	N#C/C(=C/c1ccco1)C(N)=S
-5%	-4%	-3%	93%[activator]	-23%	nt	-5%[0.501 µM]	nt	20%	CCCCn1c(N)c(N(CC(C)C)C(=O)CCNC(=O)c2ccc(Br)cc2)c(=O)[nH]c1=O
8%	-11%[11.4 µM]	-5%	8%	-8%	-3%	-38%[12.7 µM]	-8%	6%	CN1CCn2c1nc(N1CCOCC1)nc2=O
-8%	-21%	0%	-4%	-11%	-11%	?	-10%	5%	CC(C)C(c1nnnn1Cc1ccco1)N1CCN(c2nc3ccccc3s2)CC1 (stereo unspecified)
5%	-11%	-2%	6%	9%	-11%	26%	11%	-4%	CC(C)N1C(=O)CCC1C(=O)NCc1ccc(F)cc1Cl (stereo unspecified)
-21%	-9%	-8%	9%	4%	-1%	6%	12%	6%	CC(C)NC(=O)NC(=O)CSc1ncccn1
3%	-2%	-3%	43%[activator]	?	0%	-7%	?	3%	CCc1nc2sc3c(Cl)ncnc3c2c2c1CCCC2
-18%	-27%	-19%	79%[activator]	?	-8%	71µM*	2%	-5%	COc1cc(OC)cc(C(=O)NCC(=O)OCC(=O)Nc2ncc(Cl)cc2Cl)c1
?	?	?	?	79µM*	-13%	-29%[59 µM]	6.3µM*	nt	Cc1ccc2c(=O)cc(C(=O)Nc3nc4ccc(Cl)cc4s3)oc2c1C
5%	1%	-17%	9%	-3%	-5%	12%	2%	7%	Cc1ccc2c(c1)c1ncn(CCC3=CCCCC3)c(=O)c1n2C
2%	-3%	-7%[60.1 µM]	23%	-8%	0%	8%[59 µM]	-5%	nt	Cc1ccc(NC(=O)c2cnc(N3CCCCC3)c3ccccc23)c(C)c1
-3%	1%[57.1 µM]	-10%	nt	1%	-6%	9%[59 µM]	-1%	8%	CCOC(=O)C1CCN(C(=O)CCc2c(C)nc3ncnn3c2C)CC1
7%	9%	-10%	29%	-21%	-8%	-1%	24%	2%	CC1CCCCC12NC(=O)N(CC(=O)NCc1ccc3c(c1)OCO3)C2=O (stereo unspecified)
-11%	-25%	-18%	71%[activator]	-3%	-1%	-11%	25%	-2%	O=C(COc1ccccc1[N+](=O)[O-])N/N=C/c1ccc[nH]1
2%	-20%	-12%	75%[activator]	-10%	-12%	20%[59 µM]	-27%	-6%	Cn1c(SCC(=O)c2ccccc2)nnc1-c1ccncc1
3%	6%	4%	7%	5%	-3%	-8%	11%	3%	CCOC(=O)N1CCN(S(=O)(=O)c2cccc3cccnc23)CC1
2%	-6%	-8%	18%	nt	-8%	3%[59 µM]	40%	nt	COc1ccc(CCNc2nc3ccc(Cl)cc3n3cnnc23)cc1OC
-35%	-13%	-4%	57%[activator]	-22%	-2%	?	-3%	1%	CCOc1ccc(Nc2nc(N3CCCC3)nc(N3CCN(c4ccc(OC)cc4)CC3)n2)cc1
-5%	-1%	-1%	22%	4%	1%	0%	20%	-1%	CC(C)Sc1nc2c(c(=O)n(C)c(=O)n2C)n1C
-31%	-12%	-20%	24%	-20%	-4%	-2%	2%	-4%	CCn1cc(C(=O)N2CCc3ccccc32)c(=O)c2cc(S(=O)(=O)N3CCCC3)ccc21
-16%	-14%	0%	37%	-7%	0%	17%	9%	5%	Cc1noc(C(=O)NCC2CCCO2)c1Cl (stereo unspecified)
